# Screening data (PubChem BioAssay)
# FadD28 FP inh: blocks FadD28 binding to the bisubstrate probe; fluorescence polarization; inhibition, % at 12.5 µM; 360,000 tested, 0.22% active; AID 588549; in the data active = inhibition above about 8.5%, passing the limit was not always enough; inconclusive = no clear call, values can overlap the other calls
# Mtb FBA inh: inhibits M. tuberculosis FBA enzyme; P9WQA3; purified M. tuberculosis FBA, fluorescence read-out; inhibition, % at 1 µM; 360,000 tested, 2.3% active; in the data active = inhibition above about 27%;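 also: 0% = vehicle and 100% = reference inhibitor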
# Target sequence (P9WQA3 whole entry, looked up): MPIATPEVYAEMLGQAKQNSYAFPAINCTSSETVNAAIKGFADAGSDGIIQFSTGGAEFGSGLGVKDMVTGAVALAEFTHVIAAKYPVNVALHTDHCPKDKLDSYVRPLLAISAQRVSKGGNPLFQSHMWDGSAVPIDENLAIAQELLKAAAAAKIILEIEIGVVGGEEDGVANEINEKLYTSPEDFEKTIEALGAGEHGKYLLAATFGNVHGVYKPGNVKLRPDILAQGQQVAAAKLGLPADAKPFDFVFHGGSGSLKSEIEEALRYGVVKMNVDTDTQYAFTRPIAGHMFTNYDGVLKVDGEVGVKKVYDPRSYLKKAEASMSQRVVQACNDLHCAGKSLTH
# PrPC surface inh: inhibitors of human cell surface prion protein PrPC | P04156 | TR-FRET read-out | inhibition, % at 13.8 µM | 370,000 tested, 0.43% active | AID 720596; in the data active = inhibition above about 24%; also: 0% = median of the test wells and 100% = reference compound wells
# BoNT-F LC inh: BoNT F light chain protease inhibition; AID 588497; Multiplex microsphere protease cleavage assay, flow cytometry; inhibition, % at 10 µM; 360,000 tested, 0.22% active; in the data active = inhibition above about 35%, passing the limit was not always enough; inconclusive = no clear call, values can overlap the other calls; also: plate controls were buffer without enzyme for full effect and enzyme alone for no effect
# MazEF act: increases E. coli MazEF RNase cleavage of RNA; FAM/BHQ RNA-DNA oligo cleavage fluorescence, 5 h; P0AE70; 350,000 tested, 0.32% active; activation, % at 20 µM; AID 504720; in the data active = activation above about 50%
# Target sequence (P0AE70 whole entry, looked up): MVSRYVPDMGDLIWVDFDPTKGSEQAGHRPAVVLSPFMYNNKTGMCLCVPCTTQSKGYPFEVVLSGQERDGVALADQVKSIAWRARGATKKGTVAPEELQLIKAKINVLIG
# Mtb BioA inh: BioA (M. tuberculosis) enzyme inhibition. purified M. tuberculosis BioA enzyme, plate reader. inhibition, % at 9.99 µM. 360,000 tested, 0.096% active. AID 602481; in the data active = inhibition above about 40%; inconclusive = no clear call, values can overlap the other calls
# Mtb UGM inh: Mtb UDP-galactopyranose mutase inhibition; purified UGM, fluorescence polarization probe displacement; inhibition, % at 10 µM; 320,000 tested, 0.06% active; AID 504406; in the data active = inhibition above about 10%, passing the limit was not always enough; inconclusive = no clear call, values can overlap the other calls
# Target sequence (P9WIQ1 whole entry, looked up): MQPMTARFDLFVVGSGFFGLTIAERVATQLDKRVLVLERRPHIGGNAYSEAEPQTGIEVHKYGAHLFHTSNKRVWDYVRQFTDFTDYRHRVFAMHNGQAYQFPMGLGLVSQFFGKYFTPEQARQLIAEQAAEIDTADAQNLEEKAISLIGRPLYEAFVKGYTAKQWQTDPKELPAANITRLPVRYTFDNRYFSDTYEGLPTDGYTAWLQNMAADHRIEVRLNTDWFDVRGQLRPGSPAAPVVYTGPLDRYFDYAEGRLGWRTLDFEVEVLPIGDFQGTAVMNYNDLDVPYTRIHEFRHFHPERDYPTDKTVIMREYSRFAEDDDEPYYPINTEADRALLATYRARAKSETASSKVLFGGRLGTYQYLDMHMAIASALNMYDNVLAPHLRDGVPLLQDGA
# Rv3671c protease: inhibitors of M. tuberculosis serine protease Rv3671c. P9WHR9. inhibition, % at 5.96 µM. 320,000 tested, 0.048% active. AID 2606; in the data active = inhibition above about 38%;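 also: extracellular domain of Rv3671c used as enzyme; 0% = enzyme with DMSO and 100% = no enzyme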
# GDH-TPI inh: GDH-TPI coupled enzyme inhibition counter-screen; 360,000 tested, 1.2% active; inhibition, % at 4.8 µM; AID 588335; GDH-TPI coupled enzyme counterscreen, NADH absorbance; in the data active = inhibition above about 30%;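 also: 0% = DMSO wells and 100% = wells lacking the enzyme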
# The depositor's hits bear a star; ? = inconclusive; nt = no result given; & = joins results of further samples. Outcome played no part in choosing rows; 4.8% or so of the library scored in one or more.
# The first two entries as a preview:
# Order of results – FadD28 FP inh, Mtb FBA inh, PrPC surface inh, BoNT-F LC inh, MazEF act, Mtb BioA inh, Mtb UGM inh, Rv3671c protease, GDH-TPI inh
CCOc1ccccc1C(=O)NC(C(=O)N(C)Cc1ccc2c(c1)OCO2)C(C)C (stereo not given)
→ -3.5, -2, -4, -5, 4, -4.5, nt, 3, -2
O=C(CSc1nncn1-c1ccccc1)NC1CCCCC1
→ -1.1, 3, -7, 0, -10, -1.6, -4.9, 3, 7

# Results, repeating the preview:
# Order of results – FadD28 FP inh, Mtb FBA inh, PrPC surface inh, BoNT-F LC inh, MazEF act, Mtb BioA inh, Mtb UGM inh, Rv3671c protease, GDH-TPI inh
CCOc1ccccc1C(=O)NC(C(=O)N(C)Cc1ccc2c(c1)OCO2)C(C)C (stereo not given)
→ -3.5, -2, -4, -5, 4, -4.5, nt, 3, -2
O=C(CSc1nncn1-c1ccccc1)NC1CCCCC1
→ -1.1, 3, -7, 0, -10, -1.6, -4.9, 3, 7
Cc1cccc(-c2cnc(C(O)Cc3ccccc3)[nH]2)c1 (stereo not given)
→ -2.5, 1, 2, 0, nt, 0.4, nt, nt, 8
O=C(CCNc1cccc(C(F)(F)F)c1)c1ccco1
→ -2.0, 2, 1, -24, 0, -0.4, -1.8, -6, 5
CSc1ccc(CC(=O)N2CCC(n3nccc3NC(=O)C3CC3)CC2)cc1
→ 0.5, -1, -2, 10, 8, 0.2, 1.9, 3, 8
CN1C(=O)N(CC(=O)N2CCN(S(=O)(=O)Cc3ccccc3)CC2)C(=O)C12CCCCC2
→ -2.8, -2, -4, -6, 4, -2.2, nt, nt, 6
C/C(=N\NC(=O)c1c(Cl)cnn1C)c1cccc(NC(=O)COc2ccccc2)c1
→ 0.2, 3, -4, -17, 7, 0.5, 1.5, 0, 15
O=C(c1ccco1)N1CCN(C(=O)C2CC(c3ccc(F)cc3)=NO2)CC1 (stereo not given)
→ -1.7, 3, -6, 2, -7, 0.0, -1.3, -2, 4
Cc1nc2nc(NC(=O)c3ccco3)nn2c(C)c1Cl
→ -3.0, -2, 1, -6, -3, 1.3, 1.5, 8, 5
O=S(=O)(c1ccc(-c2csc(=Nc3ccccc3)n2CCCN2CCOCC2)cc1)N1CCOCC1
→ -0.5, 2, -3, -1, 9, -0.6, -0.1, -3, 5
CO/N=C\CC(=O)Nc1ccc(F)cc1
→ 1.7, 3, -3, 1, 0, 1.1, 0.7, -2, 0
CCCCN(C(=O)c1ccc2ccccc2c1)c1c(N)n(CCCC)c(=O)[nH]c1=O
→ -3.7, -1, 2, 2, -2, -1.6, 0.0, -19, 1
Cc1cccc(OCC(=O)N/N=C\c2cn(C)c3ccccc23)c1
→ 41*, -3, -1, -3, -5, 0.4, 0.1, -8, 20
CC(C)Cc1nnc(NC(=O)CCS(=O)(=O)c2ccc(Cl)cc2)s1
→ -0.5, -1, -9, -1, -2, -0.4, 3.4, -8, 5
CCN(CC)CC(=O)Nc1c2c(nc3ccccc13)N(C)CC2
→ -2.9, 48*, -11, -6, 7, 0.4, -0.1, -3, 12
CCN(C(=O)CN1C(=O)NC(c2ccccc2)(c2ccc(C)c(C)c2)C1=O)C1CCCCC1 (stereo not given)
→ -1.1, -3, 11, -3, 3, -0.7, 0.6, -7, 7
Cc1ccccc1C1=NC(C(F)(F)F)(C(F)(F)F)c2c(n(-c3ccc(F)cc3)c(=O)[nH]c2=O)N1
→ -3.5, -2, -6, -1, 3, -1.1, 1.6, -1, 13
O=C(NCCc1c[nH]c2ccccc12)/C(=C\c1cccs1)NC(=O)c1ccccc1
→ 0.0, -1, -8, -6, 2, nt, 1.1, -6, 2
COc1ccc(-c2csc(NC(=O)CC(NC(C)=O)c3ccccc3)n2)cc1OC (stereo not given)
→ -1.4, 3, 6, -2, 3, 1.0, 0.0, nt, 3
COCCNC(=O)Cn1cc2c(n1)CCC(C)C2 (stereo not given)
→ -1.2, 0, 7, -1, 3, -1.2, -0.8, 6, -4
Cc1cc(F)ccc1NC(=O)CCc1c(C)nn(-c2ccc(N3CCCCC3)nn2)c1C
→ -2.7, 0, -9, 24, 2, 4.7, 3.1, -5, 5
Cc1cccnc1CCNC(=O)c1ccc(OC2CCN(Cc3ccccn3)CC2)cc1
→ nt, 5, -3, 6, -15, -4.6, 1.5, -5, 7
CCc1ccc(Cn2ncc3c(C(=O)O)cc(C)nc32)cc1
→ 0.7, 2, 4, 2, 0, 0.4, nt, nt, 10
CCOC(=O)C1C(=O)NC(c2ccccc2)=NC1c1ccc(Br)cc1 (stereo not given)
→ -3.7, -6, 4, 2, -2, 2.0, -1.0, -3, -3
CCC(C)Nc1nc2c(c(=O)n(C)c(=O)n2C)n1Cc1cccc(C)c1 (stereo not given)
→ -1.6, 1, 9, -2, -4, 1.1, -0.1, 8, -6
CCN(CC)S(=O)(=O)c1cc(C(=O)c2nccn2C)ccc1Cl
→ 0.3, 5, -5, -2, 8, nt, -0.1, -3, 4
Nc1ccc2c(c1)Nc1ccccc1CC2
→ -3.3, -6, 6, -13, 5, nt, -1.6, 8, -4
Cc1cccc(OCC(=O)Nc2ccc(N3CCN(C(=O)c4ccccc4)CC3)cc2)c1
→ 1.6, 0, 5, -13, 0, nt, -0.3, 0, -1
O=c1[nH]c(=S)n(C2CCCCC2)c(O)c1/C=N/N1CCOCC1
→ -1.6, -3, -6, ?, -2, nt, -5.0, -5, 22
O=C(c1c(F)cccc1F)N1CCCC1
→ -1.8, 1, -4, -1, 5, nt, -1.3, 4, 1
O=C(NC1CCCCC1)c1ccc(CS(=O)Cc2ccc(Cl)cc2)o1 (stereo not given)
→ -4.1, -8, -4, 2, 5, 1.0, -1.1, 4, -11
CC(C)c1ccc(NC(=O)Nc2nc(C(N)CCc3ccccc3)cs2)cc1 (stereo not given)
→ -5.7, -3, -5, -28, nt, 1.4, nt, nt, 1
CC(C)OC(=O)C1OC1(C)c1ccccc1 (stereo not given)
→ -0.1, 2, 1, -6, 12, -0.9, nt, nt, 2
CC(=O)c1cccc(N(C(=O)CS(=O)CC(=O)Nc2ccc(F)cc2)C(C(=O)NC2CCCCC2)c2ccc(C)o2)c1 (stereo not given)
→ -3.6, 3, 6, -6, -6, -2.1, 0.3, 2, 3
O=C(CSC1=NCCN1)C1COc2ccccc2O1 (stereo not given)
→ -4.3, 0, -2, -12, -1, -1.4, -0.2, 5, -7
COC(=O)N1CC=CC1(C)C(=O)NCc1cc(F)cc(C(F)(F)F)c1 (stereo not given)
→ -2.0, 0, -9, -7, 6, -0.1, -0.1, 1, 2
O=C(Nc1cccc2ccccc12)c1ccc([N+](=O)[O-])s1
→ -1.5, 0, -34, -4, 10, nt, -1.2, 1, 21
O=C(COC(=O)CCC(=O)c1ccc(F)cc1)Nc1ccc(N2CCOCC2)cc1
→ -2.3, 2, -2, -4, 4, 2.1, 0.1, 9, 0
COc1ccc(CCNC(=O)Cn2cnc3ccccc3c2=O)cc1OC
→ -2.3, -1, -3, 2, -5, 0.0, -2.5, -2, 1
Cc1c(-n2c(-c3ccccc3Cl)n[nH]c2=S)c(=O)n(-c2ccccc2)n1C
→ -3.6, -1, -3, -8, 0, -2.1, -1.0, -1, -5
COc1ccc(C(=O)OCC(=O)Nc2ccc(F)cc2F)cc1OC
→ 0.7, 3, -2, -6, 6, -1.5, -1.8, 2, 5
COc1ccc(OC)c(Nc2ncnc3ccccc23)c1
→ -0.4, 1, 5, 4, -3, -0.2, 2.9, -2, 7
O=C(COC(=O)C12CC3CC(CC(Br)(C3)C1)C2)N1CCOCC1
→ -4.6, -4, 5, -8, -24, nt, 3.5, 0, 3
Cn1c(CCNS(=O)(=O)c2ccccc2)nc2cc([N+](=O)[O-])ccc21
→ -0.8, -1, -9, -8, 15, 5.8, 0.0, 0, 2
CCCC(C)C(=O)Nc1nnc(CCc2ccccc2)s1 (stereo not given)
→ -0.2, 2, 6, ?, -23, -0.9, 5.8, 1, 14
COc1ccc(C(=O)NCC(=O)OCC(=O)c2ccc3c(c2)OCCO3)cc1
→ -1.3, 2, -4, 0, 7, -4.4, 0.4, 1, -4
COC(=O)[C@@]12CCCCN1[C@H](c1ccc(-c3ccccc3)cc1)[C@@H]1C(=O)N(C)C(=O)[C@@H]12
→ -2.2, 5, 5, -5, -32, -0.3, 0.0, -20, 16
O=C(N/C(=C\c1ccc(Cl)cc1)C(=O)N1CCOCC1)c1ccc([N+](=O)[O-])cc1
→ -0.7, -4, -28, -2, 0, nt, 2.4, 2, 2
O=C(CCSCc1cccc(F)c1)NCCc1ccccc1
→ -1.1, -2, 6, -20, 3, nt, -1.8, 3, 1
Cc1cc(C)n(-c2nc3ccccc3c(=O)n2OCc2ccc(Cl)cc2)n1
→ -1.5, 2, -5, -3, -1, -6.0, -1.4, 9, 24
CCCC1=Nc2cc(C(=O)NCCN3CCOCC3)ccc2Sc2ccccc21
→ -4.2, 0, 7, -1, 5, -0.1, -4.0, -6, -4
CCOc1ccc(S(=O)(=O)N2CCNC(=O)C2)cc1
→ -1.9, 4, -8, 4, -1, -0.4, -3.8, 8, 15
CCO[C@H]1OC(C(=O)O)=C[C@@H](c2ccccc2)[C@@H]1CCCO
→ -1.3, 2, -1, -2, -2, -0.6&0.0, 0.7, 6, 0
CCOC(=O)c1c(NC(=O)CSc2nc3ccccc3c(=O)n2-c2ccccc2)sc(C(C)=O)c1C
→ 0.0, 0, 3, -2, -107, nt, -1.3, -10, 10
CCCCOc1ccc(N2C(N)=NC(N)=NC23CCCCC3)cc1
→ -1.2, -2, 3, ?, 25, -1.7, 3.7, 8, -20
CC(=O)Nc1coc2ccc(Br)cc12
→ -4.7, 0, 8, ?, 6, 2.0, -2.7, -1, 2
O=C(c1ccc(Cl)cc1)N1CCCC(c2ccccc2)=N1
→ -2.9, 0, 0, 10, -4, -4.7, -0.6, -23, -1
COC(=O)c1ccc(Cn2cc(C(F)(F)F)ccc2=O)cc1
→ -2.8, 4, 6, -4, -4, nt, 0.0, -8, -4
O=C(NCCc1ccc(C(F)(F)F)cc1)C1CC(=O)N(Cc2ccccc2)C1 (stereo not given)
→ -3.1, -2, 2, 5, -3, 1.0, -1.9, -9, 2
CCOC(=O)c1cnc2nc(SC)nn2c1N
→ -2.1, 4, -4, -3, -2, nt, -2.5, -7, 2

# Part of the list above, set out differently:
Structure	FadD28 FP inh	Mtb FBA inh	PrPC surface inh	BoNT-F LC inh	MazEF act	Mtb BioA inh	Mtb UGM inh	Rv3671c protease	GDH-TPI inh
CCCC(C)C(=O)Nc1nnc(CCc2ccccc2)s1 (stereo not given)	-0.2	2	6	?	-23	-0.9	5.8	1	14
COc1ccc(C(=O)NCC(=O)OCC(=O)c2ccc3c(c2)OCCO3)cc1	-1.3	2	-4	0	7	-4.4	0.4	1	-4
COC(=O)[C@@]12CCCCN1[C@H](c1ccc(-c3ccccc3)cc1)[C@@H]1C(=O)N(C)C(=O)[C@@H]12	-2.2	5	5	-5	-32	-0.3	0.0	-20	16
O=C(N/C(=C\c1ccc(Cl)cc1)C(=O)N1CCOCC1)c1ccc([N+](=O)[O-])cc1	-0.7	-4	-28	-2	0	nt	2.4	2	2
O=C(CCSCc1cccc(F)c1)NCCc1ccccc1	-1.1	-2	6	-20	3	nt	-1.8	3	1
Cc1cc(C)n(-c2nc3ccccc3c(=O)n2OCc2ccc(Cl)cc2)n1	-1.5	2	-5	-3	-1	-6.0	-1.4	9	24

# Next part.
# Order of results – FadD28 FP inh, Mtb FBA inh, PrPC surface inh, BoNT-F LC inh, MazEF act, Mtb BioA inh, Mtb UGM inh, Rv3671c protease, GDH-TPI inh
CCCOc1ccc(NC(=O)C(=O)NCCCn2ccnc2)cc1
→ 0.3, -1, 0, -8, 6, nt, -1.9, 2, -4
Cc1ccc(NC(=O)Cn2c(O)c(N=NC(N)=O)c3ccccc32)cc1
→ 0.6, -1, -10, 4, 7, -6.0, -3.7, 7, 18
OCCC1CCCCN1CC(O)COCc1ccc(Cl)cc1 (stereo not given)
→ 0.0, 0, -3, -24, 3, nt, 0.0, -1, -2
COC(=O)c1c(SCC(=O)NC2CCCCC2)[nH]c2ccccc2c1=O
→ 1.1, 0, 7, -1, 13, -1.0, -0.7, -54, 9
Cc1ccc(C(O)c2ncc(-c3cccc(F)c3)[nH]2)cc1 (stereo not given)
→ 0.2, 0, 5, -3, nt, 0.5, nt, nt, 13
CCOc1cc(C(=O)OC(C)C(=O)Nc2ncc(Cl)cc2Cl)ccc1OCC(=O)N1CCOCC1 (stereo not given)
→ -3.1, 0, 6, -3, -1, nt, 3.2, -2, 6
